Eya2 phos inh: inhibitors of human Eya2 phosphatase activity. O00167. recombinant Eya2, OMFP fluorescence dephosphorylation (OMFP is methylfluorescein phosphate). Potency, µM (highest dose often 76.9 µM), for inactives: at the highest dose activity, negative = inhibition, hits mostly inhibitors. actives 0.006% (n = 330,000). AID 488837; also: potency is read from the fitted curve at half-maximal effect; % is scaled to controls: 0 for no effect and ±100 for the full control effect
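Eya2 protein (added as 0.2 uM solution) was preincubated with compound for 10 min at ambient temperature in 50 mM HEPES pH 7.5, 50 mM NaCl, 5 uM MgCl2, 0.05% BSA, 1 mM DTT. OMFP (added at 50 uM) then reacted 10 min; fluorescence read at 485/525 nm.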
USP2a inh: blocks human ubiquitin-specific protease USP2a; USP2 core, Ub-CHOP2 coupled fluorogenic reporter, 485/531; Potency, µM (series often up to 38.3 µM), without a hit: at the top dose activity change, negative = inhibition, hits mostly inhibitors; actives 0.01% (n = 330,000);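 also: potency is read from the fitted curve at half-maximal effect; plate controls were DMSO wells for no effect and full inhibition by NEM control for full effect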
Target sequence (O75604 whole entry, looked up): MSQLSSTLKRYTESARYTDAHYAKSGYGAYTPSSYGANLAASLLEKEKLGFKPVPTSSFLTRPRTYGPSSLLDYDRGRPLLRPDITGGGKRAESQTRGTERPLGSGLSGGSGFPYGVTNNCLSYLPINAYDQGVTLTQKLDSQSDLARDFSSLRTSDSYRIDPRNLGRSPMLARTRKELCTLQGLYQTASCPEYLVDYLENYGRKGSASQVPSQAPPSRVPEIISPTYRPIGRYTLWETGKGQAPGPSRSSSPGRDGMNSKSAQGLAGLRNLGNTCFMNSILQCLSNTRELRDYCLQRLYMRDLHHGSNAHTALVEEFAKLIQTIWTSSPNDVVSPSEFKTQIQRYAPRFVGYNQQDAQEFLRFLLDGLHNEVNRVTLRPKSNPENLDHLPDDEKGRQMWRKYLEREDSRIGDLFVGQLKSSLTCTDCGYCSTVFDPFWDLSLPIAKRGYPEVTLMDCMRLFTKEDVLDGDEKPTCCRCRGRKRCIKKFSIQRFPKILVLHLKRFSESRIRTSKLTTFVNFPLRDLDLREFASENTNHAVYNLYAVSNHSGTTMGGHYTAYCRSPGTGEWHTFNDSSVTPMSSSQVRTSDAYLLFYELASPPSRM
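USP2 core (10nM final) preincubated 30min RT with compound in 20mM Tris-HCl pH 8.0, 2mM CaCl2, 2mM beta-mercaptoethanol, 0.05% CHAPS; 25nM Ub-CHOP2 plus 25nM reporter substrate added, fluorescence (Ex485/Em531) read after 60min.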
TRPV1 agonist: activates the human vanilloid receptor TRPV1. Q8NER1. TRPV1-expressing cells, Fluo-8 calcium influx, agonist mode. activation, % at 8.33 µM. actives 0.19% (n = 320,000). AID 540275; in the data active = activation above about 80%; inconclusive = between about 30% and that limit; also: 0% is about no effect
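TRPV1-expressing cells were cultured overnight at 35.5C and loaded with Fluo-8 calcium dye for 40 to 90 min at room temperature. After a 10 s baseline, compound was added and calcium influx was read kinetically for 3 min (ex 480/em 520 nm).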
uPA generation: inhibitors of cell surface uPA generation; cell surface uPA generation assay, qHTS; Potency, µM (series often up to 38.3 µM), for the others: at the top dose activity change, negative = inhibition, usual class: inhibitors; actives 0.31% (n = 330,000); AID 540303; active = well fitted inhibition curve with a large enough effect; inconclusive = small, poorly fitted or top-dose-only effect; inactive = no such curve, though single readings can be large or run the other way; tested in mouse RAW 264.7 cells; also: potency is read from the fitted curve at half-maximal effect; % is scaled to controls: 0 for no effect and ±100 for the full control effect; nearly all actives have a fitted effect of over 55% in size
ASM inhibitor: inhibitors of human secretory acid sphingomyelinase. actives 0.006% (n = 340,000). Potency, µM (doses to about 57.5 µM), without a hit: at the top dose activity change, negative = inhibition, hits mostly inhibitors. placental ASM, HMU-PC fluorogenic substrate, 60 min. AID 504937; also: potency is read from the fitted curve at half-maximal effect
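qHTS format. ASM enzyme prepared from human placenta hydrolyses the fluorogenic substrate HMU-PC0 (9 uM final) over 60 min at 37 °C after a 10 min compound preincubation.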
a7 integrin act: activators of alpha7 integrin expression for muscular dystrophy. alpha7betagal myoblasts, beta-gal FDG fluorescence, 48 h. actives 0.064% (n = 350,000). Potency, µM (highest dose often 38.3 µM), inactives show at the top dose activation, actives largely listed as activators;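 also: potency is read from the fitted curve at half-maximal effect; 100% = response of the positive control SU9516; nearly all actives have a fitted effect of over 60% in size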
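Alpha7betagal+/- myoblasts (passage 13) were plated 16-24 hr, then exposed to compounds (1:260 dilution of DMSO stock) for 48 hours at 37C. After MPER lysis, β-galactosidase reporter activity was read as FDG fluorescence (ex 480/em 540) after 30 minutes.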
p53 reactivator: re-activators of mutant p53; H1299 p53-A138V BP100-luciferase reporter, luminescence, 24 h; Potency, µM (doses to about 92.2 µM), for the others: top-dose activity change, positive = activation, most hits filed as activators; actives 0.063% (n = 320,000); AID 504706; also: potency is read from the fitted curve at half-maximal effect; % of control where 0% means no effect; nearly all actives have a fitted effect of over 45% in size
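p53-null H1299 cells stably carrying temperature-sensitive p53-A138V and a BP100-luciferase reporter were pinned with compounds (4-point, 1:5 series) and held 24 hrs at 37 deg C. Luminescence was read 10 min after detection reagent.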
BRCA1 expr act: increases BRCA1 expression. actives 1.1% (n = 380,000). MCF7-BRCA1-FFLuc reporter, luminescence, 48 h; response scale: scaled: vehicle 0%, 10 µM genistein 100%. Potency, µM (doses to about 46.1 µM), for the others: at the highest dose activation, most hits filed as activators. AID 624202; also: potency is read from the fitted curve at half-maximal effect; nearly all actives have a fitted effect of over 80% in size; some results filed as inactive show a strong effect at the top dose
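MCF7 cells carrying a BRCA1-firefly luciferase reporter (2000 cells/well, phenol-red free MEM) were attached for 2 h at 37 °C, then given compounds for 48 h. Luminescence was read 15 min after luciferase reagent; activity normalized to genistein (10 microM) and DMSO.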
B2AR arrestin: agonists driving beta-arrestin recruitment to human beta2-adrenergic receptor | AID 492947 | actives 0.02% (n = 330,000) | Potency, µM (top dose mostly 46.1 µM), without a hit: at the top dose activation, actives largely listed as activators | beta-arrestin recruitment to beta2AR, cell-based reporter;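 also: potency is read from the fitted curve at half-maximal effect; 0% = DMSO controls and full agonism = EC100 isoproterenol or metaproterenol; nearly all actives have a fitted effect of over 65% in size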
Target sequence (P07550 whole entry, looked up): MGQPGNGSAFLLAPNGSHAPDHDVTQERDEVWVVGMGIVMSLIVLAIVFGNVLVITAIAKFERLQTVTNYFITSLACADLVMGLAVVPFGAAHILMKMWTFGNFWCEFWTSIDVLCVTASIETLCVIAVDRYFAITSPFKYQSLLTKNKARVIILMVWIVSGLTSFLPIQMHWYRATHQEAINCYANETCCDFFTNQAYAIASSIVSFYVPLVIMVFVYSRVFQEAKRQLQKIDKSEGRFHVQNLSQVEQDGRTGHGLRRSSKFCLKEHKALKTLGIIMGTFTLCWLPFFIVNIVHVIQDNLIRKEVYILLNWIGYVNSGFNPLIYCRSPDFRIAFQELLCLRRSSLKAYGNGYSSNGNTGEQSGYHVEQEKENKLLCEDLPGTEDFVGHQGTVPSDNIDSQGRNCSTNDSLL
ELG1 genotoxic: induces genotoxicity in HEK293T cells with luciferase-tagged ELG1 | HEK293T ELG1-luciferase reporter, luminescence, 16 h | Potency, µM (top dose mostly 46 µM), for inactives: at the highest dose activity change, positive = activation, hits mostly activators | actives 1.3% (n = 330,000) | AID 504466; also: potency is read from the fitted curve at half-maximal effect; % of control where 0% means no effect; nearly all actives have a fitted effect of over 60% in size
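After overnight (16 hr) compound treatment at 37 °C, ELG1-luciferase HEK293T cells were lysed with ONE-Glo; luminescence quantified 30 min later at room temperature.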
TSG101-PTAP inh: blocks PTAP/TSG101 interaction to inhibit HIV-1 budding; Q99816; Fluorescence polarization, FITC-PTAP peptide / Tsg101 binding; Potency, µM (top dose mostly 115 µM), for inactives: at the highest dose activity change, negative = inhibition, usual class: inhibitors; 340,000 tested, under 10 active; active = well fitted inhibition curve with a large enough effect in the main read-out, with a control signal flat, not every such curve was filed as active; inconclusive = small, poorly fitted or top-dose-only effect, or effect the other way, or a change in a side signal; inactive = no such curve, though single readings can be large or run the other way; also: potency is read from the fitted curve at half-maximal effect; % of control where 0% means no effect
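Tsg101 binding domain (10 uM final) was mixed with compound and a FITC-labeled PTAP peptide (50 nM final) in HEPES pH 7.5 buffer with NaCl, Tween 20, EDTA and TCEP; fluorescence polarization was read after 20 min at r.t.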
An asterisk follows results filed as active; ? = inconclusive; . = no result given; [ ] = another dose, or the depositor's remark. Unless noted, calls follow the shape of the dose curve; as a rule, active = well fitted curve in the direction sought with a large enough effect; inconclusive = small, poorly fitted or top-dose-only effect, or another doubt; inactive = no such curve, though single readings can be large; an effect the other way counts as inactive or inconclusive.

Each structure is followed by: Eya2 phos inh | USP2a inh | TRPV1 agonist | uPA generation | ASM inhibitor | a7 integrin act | p53 reactivator | BRCA1 expr act | B2AR arrestin | ELG1 genotoxic | TSG101-PTAP inh
1	COc1ccccc1NC(=O)Nc1nc(CC(=O)NCc2ccc(F)cc2)cs1
  22% | 0% | 1 | ? | -6% | -4% | 0% | -65% | 0.3% | -33%[inhibitor] | 0%
2	Cn1c(=O)cc(OCC(=O)NCc2cccs2)c2ccccc21
  10% | -1% | 2 | -6% | -2% | 17% | ? | 0% | 0.1% | 8% | 0%
3	NC(=O)C1CCCN(C(=O)c2ccc(NC(=O)c3cccs3)cc2)C1 (stereo not given)
  -6% | 0% | 3 | 6% | 6% | 35% | -1% | -5% | -0.8% | 0% | -1%
4	O=C(COC(=O)/C=C/c1ccc2c(c1)OCO2)Nc1ccccc1
  -4% | 0% | ? | 5% | -1% | -1% | 6% | -5% | 0.2% | 6% | 0%
5	COc1ccccc1NC(=O)C(Cc1ccc(Cl)cc1)c1nn[nH]n1 (stereo not given)
  -6% | -2% | -1 | -3% | 8% | 30%[7.66 µM] | -1% | -34% | -0.6% | 2% | -3%
6	Cc1ccc(-c2nnn(CC(=O)N(c3ccccc3)C(C(=O)NCC3CCCO3)c3cccs3)n2)o1 (stereo not given)
  -3% | 3% | -1 | -1% | -2% | -12% | -5% | 0% | 0.3% | -5% | 3%
7	Cc1ccc(C(=O)NNC(=O)c2ccco2)cc1
  0% | -2% | -2 | -3% | 2% | -15% | ? | ? | -0.2% | ? | -2%
8	CCc1cc2c(C)ccc(C)c2nc1SCC(=O)Nc1cc(C)on1
  3% | -3% | 4 | 3% | -3% | 11% | 2% | -12% | 0.0% | ? | -4%
9	CCOc1ccc(S(=O)(=O)N2CCCC(C(=O)NCc3ccncc3)C2)cc1Cl (stereo not given)
  -5% | 0% | -6 | -3% | -2% | 23% | 10% | 19% | -0.2% | -19% | -4%
10	CCS(=O)(=O)c1ccc2oc(Nc3ccc(C(C)C)cc3)nc2c1
  -7% | 2% | -5 | -7% | -7% | -15% | 1% | 42% | -1.0% | 16% | -3%
11	Cc1ccccc1NC(=O)c1cc2c(C)nc3ccccc3c2o1
  ? | 1% | 24 | 3% | -2% | ? | -6% | -28% | 0.0% | ? | -2%
12	COc1cccc(Nc2ncc(C(=O)O)c3ccccc23)c1
  14% | -1% | . | -1% | -1% | -15% | -5% | -20% | -0.2% | 1% | -4%
13	COc1ccc(S(=O)(=O)n2cnc3ccccc32)cc1OC
  0% | 1% | 1 | 28% | 2% | 16% | . | 0% | -0.1% | 0% | -2%
14	COc1cc(/C=C2\SC(=S)N(NC(=O)c3cccc(O)c3)C2=O)ccc1O
  2% | -12% | 25 | -8% | ? | -22% | -2% | 3% | -0.1% | 0% | 9%
15	CC(NC(=O)c1cc2c(cc1Cl)N1CCCCCC1=NS2(=O)=O)c1ccc(S(N)(=O)=O)cc1 (stereo not given)
  25% | 0% | 0 | 1% | -2% | -5% | 4% | 2% | 0.1% | 0% | 2%
16	COC(=O)c1ccc(C(=O)OC)c(NC(=S)N2CCN(C(=O)C3CCCO3)CC2)c1 (stereo not given)
  -4% | 2% | 2 | -2% | 64%[activator] | -3% | 5% | 0% | -0.5% | 0% | -5%
17	CCOc1ccc(NC(=O)c2ccc(NCC(=O)N3CCCCCC3)cc2)cc1
  -6% | 3% | 26 | ? | -3% | -36% | 2% | 41% | -0.3% | -7% | -14%
18	Cc1ccc(C(=O)NCC(=O)OCC(=O)N2CCCc3ccccc32)cc1
  -3% | 1% | -2 | 5% | 4% | 22% | -5% | -36% | 0.0% | 0% | -1%
19	COCCN1C(=O)c2ccc(C(=O)O)cc2C1=O
  26% | 2% | -3 | . | -1% | 20% | 15% | 72% | -2.1% | -1% | -3%
20	Cc1cc(NC(=O)c2ccc(Cl)c(S(=O)(=O)N3CCCCC3)c2)no1
  -14% | 5% | 21 | -2% | -4% | 5% | 24% | -41% | -0.3% | -8% | -1%
21	CC(/C=N/Nc1ncc(C)c(=O)[nH]1)=C\c1ccccc1
  15% | 0% | 19 | 1% | 10% | 21% | -1% | 50% | 0.0% | -2% | -1%
22	O=C(CCS(=O)(=O)Cc1ccc(Cl)cc1)NCCCN1CCOCC1
  -10% | 1% | 0 | . | -2% | -1% | -3% | 9% | 0.3% | 0% | -1%
23	Cc1cc(C)cc(N=c2c([N+](=O)[O-])nn(-c3ccc4c(c3)OCCO4)n2O)c1
  4% | 5% | -2 | -8% | -17% | -39% | ? | -48% | 0.2% | -12% | -9%
24	Cc1[nH]c(=O)[nH]c(=O)c1S(=O)(=O)N1CCN(c2ccccc2)CC1
  2% | 4% | 1 | 2% | 2% | -24% | -6% | -1% | 0.3% | 0%[9.26 µM] | -1%
25	COc1ccc(OCc2cc(C(=O)NC3Cc4ccccc4C3)no2)c(Cl)c1
  12% | 3% | 7 | -5% | 0% | -15% | -3% | -27% | 0.1% | -5% | 1%
26	Cc1cc(OC(C)C(=O)NCc2ccccn2)c2c(C)c(C)c(=O)oc2c1 (stereo not given)
  11% | 1% | -5 | -19% | 1% | 6% | 0% | -6% | -0.5% | ? | 1%
27	O=C(C=Cc1ccc2c(c1)OCO2)c1ccccc1
  . | . | . | 0% | 9% | -40% | . | 55% | . | . | 0%
28	CCOc1cc(/C=N/O)ccc1OCc1ccccc1F
  -7% | -1% | 7 | 0% | 1% | 0% | 0% | 47% | 0.2% | 11% | 0%
29	Cc1ccc(S(=O)(=O)N(C)c2ccccc2C(=O)Nc2ccc3c(c2)OCCO3)cc1
  2% | 3% | -1 | 1% | -5% | 1% | 0% | -7% | -1.0% | 0% | 0%
30	COc1cc(C)c(CNc2ccc(OC)c(OC)c2)cc1C
  6% | 0% | 0 | . | . | . | 2% | . | -0.2% | 1% | .

Other entries.
Each structure is followed by: Eya2 phos inh | USP2a inh | TRPV1 agonist | uPA generation | ASM inhibitor | a7 integrin act | p53 reactivator | BRCA1 expr act | B2AR arrestin | ELG1 genotoxic | TSG101-PTAP inh
31	Cc1occc1C(=O)NCc1ccccc1
  2% | 0% | 0 | 5% | 0% | 6% | -4% | 17% | -0.3% | -1% | -1%
32	O=C(CSc1nnc(COc2ccccc2)o1)NC1CC2CCC1C2 (stereo not given)
  7% | -1% | 3 | -4% | -2% | -11% | -5% | 0% | -0.2% | -4% | .
33	Cc1oc(-c2ccc(Cl)cc2)nc1CS(=O)CC(=O)NCc1ccco1 (stereo not given)
  3% | 2% | 0 | 2% | -1% | -34% | -16% | 2% | -0.5% | 0% | -2%
34	Cc1cccc(NC(=O)Cc2nnc(NC(=O)Nc3ccccc3F)s2)c1
  -8% | 0% | 1 | 8% | -3% | 0% | -2% | -17% | -0.4% | ? | -2%
35	CCSc1nnc(NC(=O)Cc2ccc(OC)cc2)s1
  8% | -1% | 1 | 4% | -2% | -18% | 6% | 32% | 4.1% | 0% | 1%
36	CC(C)(C)c1ccc(S(=O)(=O)NCc2ccc(C(=O)NCC3CCCO3)cc2)cc1 (stereo not given)
  5% | 2% | 2 | -15% | -1% | 44% | -2% | -5% | 0.0% | 1% | -5%

From PubChem
